High-throughput results: PubChem BioAssay, ICCB-Longwood Screening Facility, Harvard Medical School
PV pol inh – inhibitors of poliovirus RNA polymerase binding and polymerization | hit rate 0.66% among 150,000 | AID 588519 | % elongation, % (compound at 16.7 µg/mL) | poliovirus polymerase elongation, fluorescence polarization; stronger effect = lower value | P03300; in the data active = % elongation below about 90%; note: some results filed as inactive read as strong as hits
Target sequence (P03300 1749-2209 limits assumed): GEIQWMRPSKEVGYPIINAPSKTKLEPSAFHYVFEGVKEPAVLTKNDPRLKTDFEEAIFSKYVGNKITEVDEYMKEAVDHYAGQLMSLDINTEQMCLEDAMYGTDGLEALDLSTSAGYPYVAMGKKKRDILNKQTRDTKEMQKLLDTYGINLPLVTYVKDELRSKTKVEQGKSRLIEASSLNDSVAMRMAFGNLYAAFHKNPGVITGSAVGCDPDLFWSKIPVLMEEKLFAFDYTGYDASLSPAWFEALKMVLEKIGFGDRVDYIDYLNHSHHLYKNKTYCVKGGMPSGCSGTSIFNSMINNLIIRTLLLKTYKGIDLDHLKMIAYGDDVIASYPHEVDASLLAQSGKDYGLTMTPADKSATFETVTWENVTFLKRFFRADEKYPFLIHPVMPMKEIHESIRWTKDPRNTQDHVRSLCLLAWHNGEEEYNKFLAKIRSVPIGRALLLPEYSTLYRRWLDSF
PV pol inh FP z-score – second read-out of PV pol inh, no call of its own (marks repeat the call); z-score; measured here: FP z-score; hits read low
* marks the source's active call; other numbers are inactive results; & = joins results of further samples.

Order of results – PV pol inh, PV pol inh FP z-score
CCCCOC(=O)c1ccc(N2C(=O)CC(N3CCC(C(N)=O)CC3)C2=O)cc1 (stereo not drawn)
→ 107.0, 1.3
COC(=O)c1cnn(-c2c(Cl)cccc2Cl)c1C=C(C#N)C#N
→ 99.0, -0.7
CCN1C(=O)C(=Cc2cccn2-c2ccc(O)cc2)C(=O)N(CC)C1=S
→ 101.0, -0.2
COc1cc2c(=O)n(CCC(=O)NCC3CCCO3)c(=O)n(CC(=O)Nc3ccc(C)cc3C)c2cc1OC (stereo not drawn)
→ 104.0, -0.2
Cc1ccc(C)c(SCC(=O)Nc2cc(C)nn2-c2ccc(F)cc2)c1
→ 101.0, -0.2
O=C(NC1CCCC1)C1c2ccccc2C(=O)N2CCc3ccccc3C12 (stereo not drawn)
→ 102.0, 0.8
Cc1nn(-c2ccccc2Cl)c(Cl)c1/C=N/N=c1\sc2ccccc2n1C
→ 103.0, 0.2
Cc1cc(NC(=O)COc2ccc(Cl)cc2Cl)n(CCC#N)n1
→ 103.0, 0.5
CCC1CCCCN1C(=O)CSc1nc2c(cnn2-c2ccc(Cl)cc2)c(=O)[nH]1 (stereo not drawn)
→ 101.0, 0.2
O=C(Cn1ccn(-c2ccccc2)c(=O)c1=O)NCCc1ccccc1
→ 104.0, 0.1
Brc1cccc(-c2nnn3c2nc(N2CCCCC2)c2ccccc23)c1
→ 107.0, 0.8
O=C(CNC(=O)NC1CCCCC1)NC1CC1
→ 106.0, 0.5
O=C(NCCc1cn2c(n1)SCC2)c1ccc(-c2ccccc2)cc1
→ 105.0, 0.2
COc1ccc(NC(=O)CSC2=Nc3ccccc3C3=NC(CCC(=O)NC4CCCCC4)C(=O)N23)cc1Cl (stereo not drawn)
→ 114.0, 0.6
Cn1c(C(=O)N2CCCC(C(=O)O)C2)cc2sccc21 (stereo not drawn)
→ 104.0, 1.1
CCC1CCCCN1C(=O)Cn1c(C(=O)OC)cc2sc(Cl)cc21 (stereo not drawn)
→ 105.0, 1.2
O=C(NCCc1ccco1)c1cn(-c2ccc(F)cc2)nn1
→ 102.0, 0.1
O=C(O)CCC(=O)c1ccc2c(c1)OCCCO2
→ 100.0, -0.4
CC(C)(C)C1CCC(OC(=O)CCC(=O)O)CC1 (stereo not drawn)
→ 100.0, -0.2
C/C(=N\OCC(=O)N1c2ccccc2CC1C)c1cc2ccccc2o1 (stereo not drawn)
→ 112.0, 1.4
O=C(Nc1ccc(Br)cc1F)N1CC=C(c2c[nH]c3ccccc23)CC1
→ 131.0, 4.3
CN(C)/C=C(\C(=S)c1ccccc1)c1ccccc1
→ 103.0, -0.1
CN1C(=O)c2cccc3cccc(c23)[S+]1c1ccccc1C(=O)O (stereo not drawn)
→ 97.0, -0.9
CN(C)C(CNC(=O)c1n[nH]c2ccccc12)c1cccs1 (stereo not drawn)
→ 105.0, 0.3
Cc1ccccc1-c1nc(SCC(=O)NCc2ccc(F)cc2)c2c(=O)n(C)c(=O)n(C)c2n1
→ 102.0, -1.3
Cc1cc(N2CCC(C(=O)N3CCOCC3)CC2)n2nc(C)c(-c3ccc(Cl)cc3)c2n1
→ 102.0, 0.2
CC1(C)Oc2ccc3ccc(=O)oc3c2/C(=C/NC23CN4CN(CN(C4)C2)C3)C1=O
→ 100.0, 0
COc1cccc(Cc2nnc(-c3c(-c4ccccc4)noc3C)o2)c1
→ 107.0, 0.5
Cc1ccc2[nH]c3c(=O)n(CC(=O)N4CCN(c5cccc(C(F)(F)F)c5)CC4)ncc3c2c1
→ 110.0, 0.5
Cc1nc(Nc2ccccc2)sc1C(=O)Nc1ccccc1
→ 99.0, -0.5
Cn1c(Cc2cccs2)nnc1SCc1cc(=O)n2ccsc2n1
→ 105.0, 0.3
COc1ccc(-c2cc(C(F)(F)F)nc(SCCC(=O)Nc3cccc(OC)c3)n2)cc1
→ 108.0, 0.9
Cc1ccc(CCNC(=O)c2ccc3c(c2)nc2n3CCOC2)cc1
→ 106.0, -0.5
Cc1nc(S(=O)(=O)N2CCN(C3c4ccccc4-c4ccccc43)CC2)cn1C
→ 112.0, 1
NC(=O)Nc1ccc(F)cc1F
→ 100.0, -0.3
CC(=O)Nc1ccc(F)cc1NC=C(C#N)C#N
→ 102.0, 0.1
Cc1ccc(-c2cc(Cc3ccccc3)c(=O)[nH]n2)cc1
→ 97.0, -1.3
CCOC(=O)c1sc(NC(=O)c2cc(CC)on2)c(C(=O)OCC)c1C
→ 106.0, 0.5
Cc1cc(-c2csc(-c3ccc(O)cc3)n2)c(C)n1C1CC1
→ 116.0, 1.6
COc1ccc(OC)c(NC(=O)COc2ccccc2)c1
→ 105.0, 0.2

Four successive compounds out of the list so far:
Order of results – PV pol inh, PV pol inh FP z-score
CCCCOC(=O)c1ccc(N2C(=O)CC(N3CCC(C(N)=O)CC3)C2=O)cc1 (stereo not drawn)
→ 107.0, 1.3
COC(=O)c1cnn(-c2c(Cl)cccc2Cl)c1C=C(C#N)C#N
→ 99.0, -0.7
CCN1C(=O)C(=Cc2cccn2-c2ccc(O)cc2)C(=O)N(CC)C1=S
→ 101.0, -0.2
COc1cc2c(=O)n(CCC(=O)NCC3CCCO3)c(=O)n(CC(=O)Nc3ccc(C)cc3C)c2cc1OC (stereo not drawn)
→ 104.0, -0.2

(further entries)
Order of results – PV pol inh, PV pol inh FP z-score
COc1cc2c(cc1OC)-c1cc3ccc(OC)c(OC)c3c[n+]1CC2
→ 99.0&99.0, 0&0
CCn1c2ccccc2c2cc(CN3CCN(Cc4cc(OC)c(O)c(OC)c4)CC3)ccc21
→ 102.0, -0.3
CCOC(=O)c1ccc(CN(Cc2ccc(Cl)cc2Cl)S(=O)(=O)c2cccc(Cl)c2)cc1
→ 112.0, 0.9
CCN(c1cccc(C)c1)S(=O)(=O)c1ccc2c(c1)SC(C)C(=O)N2 (stereo not drawn)
→ 105.0, 0.6
O=C1CC2CCC(CN1)N2CC(=O)N1c2ccccc2Sc2ccc(C(F)(F)F)cc21 (stereo not drawn)
→ 101.0, -0.2
COc1nc(-c2ccc(C)cc2)ccc1-c1noc(-c2ccc(C(C)(C)C)cc2)n1
→ 103.0, -0.3
Cc1cc(C)c(C#N)c(SCCN2C(=O)c3ccccc3C2=O)n1
→ 105.0, 0.3
CN1CCN(S(=O)(=O)c2ccc(SCC(=O)NC3CCCCC3)cc2)CC1
→ 106.0, 1.7
CC(=O)Nc1cccc(NC(=O)CCn2cnc3cc(C)c(C)cc32)c1
→ 102.0, 0.1
CCOc1ccccc1NC(=O)COc1ccc(S(=O)(=O)NC2CCCCC2)cc1
→ 106.0, 0.2
O=C(CCn1cccn1)Nc1ccc(Br)cc1F
→ 100.0, -1.4
c1ccc2oc(NC3=NCN(CCCN4CCOCC4)CN3)nc2c1
→ 102.0, 0.2
CN(Cc1ccccc1)Cc1ccccc1F
→ 97.0, -0.7
CCC(C)C(=O)O[C@H]1C[C@H](O)C=C2C=C[C@H](C)[C@H](CC[C@@H](O)C[C@@H](O)CC(=O)O)C21 (stereo partly drawn)
→ 98.0, -0.1
Cc1ccccc1NC(=O)CCC(=O)Nc1ccccc1C
→ 105.0, 0.2
CCOC(=O)c1cnc2c(ccc3ccccc32)c1Nc1ccc(N(C)C)cc1
→ 106.0, 0.2
Cc1ccc(N2CC(NC(=O)Cc3ccc(F)cc3)CC2=O)cc1C (stereo not drawn)
→ 107.0, 0
CCc1cccc(NC(=S)N(CCN(C)C)C2CCN(C(C)C)CC2)c1
→ 102.0, 0.6
O=C(/C=C/c1ccco1)Nc1ccc2c(c1)C(=O)N(c1ccccc1)C2=O
→ 100.0, 0
CCOC(=O)c1ccc(NC(=O)c2ccc(=O)n(Cc3cccc(C)c3)c2)cc1
→ 108.0, 0
CC(C)Cc1cc(C(=O)Nc2cccnc2)no1
→ 101.0, 0.1
CCOc1ccc(C(=O)N(Cc2ccc(C(C)C)cc2)Cc2ccco2)cc1
→ 103.0, -0.6
COc1ccc(C2Sc3ccccc3N2S(C)(=O)=O)cc1 (stereo not drawn)
→ 103.0, -0.2
COc1cc(NC(=O)C(CC(C)C)NS(=O)(=O)c2ccc3c(c2)CCCC(=O)N3)cc(OC)c1 (stereo not drawn)
→ 106.0, -0.2
COc1ccccc1NC(=O)C(C)Sc1nnc2ccc3ccccc3n12 (stereo not drawn)
→ 109.0, 0.6
CN(CCC#N)C(=O)c1cc(-c2cccs2)nc2ccccc12
→ 101.0, -0.1
Cc1cccc(-c2nc(CSCC(=O)NCCc3ccc(Cl)cc3)c(C)o2)c1
→ 107.0, 0.2
COC(=O)c1c(N)oc2c(-c3ccc(C)cc3)c3c(C(=O)OC)c(N)oc3cc12
→ 101.0, -0.3
CN1C(=O)S/C(=C\c2ccc(-c3ccc(C(=O)O)c(Cl)c3)o2)C1=O
→ 101.0, 0.1
O=C(Cn1cnc2c(nnn2Cc2ccccc2)c1=O)N1CCCC1
→ 101.0, 0.3
CCOC(=O)c1cnn(-c2ccccc2)c1NC(=O)Nc1ccccc1
→ 104.0, 0.4
COc1ccc(OC)c(CCNC(=O)CCCn2c(=O)c3cccn3c3ccccc32)c1
→ 108.0, 0.2
Cc1cccc(N2CCN(C(=O)C(Cc3ccccc3)NC(N)=O)CC2)c1C (stereo not drawn)
→ 101.0, -0.1
CC(C)c1ccc(NC(=O)c2cc3c(=O)oc4ccccc4c3s2)cc1
→ 104.0, -0.4
COc1cc(OC)c(NS(=O)(=O)c2c(C(=O)N3CCCCCC3)c(C)n(C)c2C)cc1Cl
→ 101.0, -1.3
COc1ccccc1NC(=O)Cn1c(=O)n(Cc2ccccc2)c(=O)c2ccccc21
→ 108.0, 0.8
Cc1cccc(-c2nc3scc(CCNS(=O)(=O)c4ccc(Oc5ccccc5)cc4)n3n2)c1
→ 110.0, 0.6
COc1c(C=O)c(O)cc2c1C(=O)c1ccccc1C2=O
→ 99.0&95.0, -0.3&-0.2
Cc1c(C)c(C)c(CSc2cccc(NC(=O)/C=C/C(=O)O)c2)c(C)c1C
→ 96.0, -1
COc1ccc(OC)c(S(=O)(=O)c2cc3ccccc3oc2=O)c1
→ 102.0, -0.3
CN(C(=O)CSc1nc2ccccc2n1Cc1cccc(C(F)(F)F)c1)c1ccccc1
→ 101.0, -0.8
Cc1noc(C)c1C(=O)O/N=C(\N)Cn1ccc(C(F)(F)F)n1
→ 102.0, 0.1
COc1ccc(Cl)cc1C(=O)CSc1cc(C)c2ccccc2n1
→ 111.0, 0.9
O=C(NCc1ccccc1Cl)C(Cc1ccccc1)n1cccc1 (stereo not drawn)
→ 102.0, 0.3
CCc1cccc(NC(=O)Cn2c(=O)n(CCC(=O)NCc3ccccc3Cl)c(=O)c3sccc32)c1
→ 107.0, 0.3
CCCCn1c(CNC(=O)c2ccco2)nnc1SC(C)C(=O)Nc1sc2c(c1C(=O)OCC)CCC2 (stereo not drawn)
→ 103.0, 0.9
COC(=O)c1ccc2c(=O)[nH]c(CSc3nnc(-c4cccs4)n3N)nc2c1
→ 105.0, 0.3
COc1cc(OC)c(NC(c2nnc(-c3ccccc3)o2)c2ccc(F)cc2Cl)cc1Cl (stereo not drawn)
→ 105.0, 0
CCOC(=O)N1CCC(NC(=O)CCN2C(=O)C3C4C=CC(C4)C3C2=O)CC1 (stereo not drawn)
→ 99.0, -0.2
c1ccc2c(c1)c1ccccc1n2CCOCCN1CCCCC1
→ 95.0, -0.9
Cc1c(C(=O)N2CCCCC2)sc2nc[nH]c(=O)c12
→ 110.0, 1
CCOC(=O)c1nc(NCc2cccs2)c2ccccc2n1
→ 102.0, 0.5
CC(=O)Nc1cccc(-c2nnc(SCc3ccccc3)o2)c1
→ 105.0, 1.5
CC1=C(c2ccc(C(C)C)cc2)S(=O)(=O)N=C1N1CCC(C(=O)NCc2ccccc2)CC1
→ 34.0*, -6*
Cc1ccc(CSc2nc(=O)c3c(n2C)NC(=O)CC3c2ccc(OC(C)C)cc2)cc1 (stereo not drawn)
→ 104.0, -0.6
CCOc1ccccc1NC(=O)c1ccc2c(Cl)c3c(nc2c1)CCCC3
→ 107.0, 0.4
CCOC(=O)N1CCN(C(=O)CNC(=O)Cn2cnc3ccccc3c2=O)CC1
→ 98.0, -0.4
CC(C)(C)C1CCc2nc(NC(=O)c3cccc(Cl)c3)sc2C1 (stereo not drawn)
→ 102.0, -1.3
CN(C)CCC(=O)NN
→ 98.0, -0.2
CCN(CC(=O)Nc1cc(C)on1)c1cccc2ccccc12
→ 102.0, 0.5

Other entries:
Order of results – PV pol inh, PV pol inh FP z-score
Cc1noc(C(=O)N2CCC(Cc3ccccc3)CC2)c1Cl
→ 101.0, 0.2
COc1ccccc1CNc1ncnc2onc(-c3ccc(F)cc3)c12
→ 98.0, -0.8
O=C(Nc1cccnc1)c1nc2ncccn2n1
→ 103.0, 0.2
Cc1ccc(NC(=O)Cn2nc(C)c3nn(-c4ccc(Cl)cc4)c(C)c3c2=O)cc1F
→ 108.0, 0
CCN(Cc1ccccc1)c1ccc(/C=N/O)cc1
→ 102.0, -0.1
CCOCCCn1c(SCC(=O)Nc2cc(C)ccc2C)nc2c(oc3ccccc32)c1=O
→ 102.0, -0.6
O=C(O)COCC(=O)Nc1nnc(C2CC2)s1
→ 107.0, 0.4
Cc1ccc(-n2ncc3c(N(C)C)ncnc32)cc1
→ 102.0, 0
CCOC1Cc2ccccc2N(C(N)=O)c2ccccc21 (stereo not drawn)
→ 100.0, -0.1
O=c1c2oc3ccccc3c2n(Cc2ccccc2F)c(=O)n1Cc1ccco1
→ 107.0, 0
COc1ccc(CCNc2nc3c(c(=O)n(C)c(=O)n3C)n2Cc2ccc(F)cc2)cc1OC
→ 108.0, 0.4
Cc1cc(C)c2c(-n3cccc3)c(C(=O)N3CCC(C)CC3)sc2n1
→ 105.0, 0.7
Cc1cc(C(=O)NC2CCCC2)on1
→ 102.0, 0.2
COc1cc(S(=O)(=O)N2CCCCC2C)c(OC)cc1Cl (stereo not drawn)
→ 100.0, -0.6
Nc1nnc(SCC(=O)N2c3ccccc3Sc3ccccc32)s1
→ 103.0, 0.4
CSc1nc(NCc2ccccc2)c(C#N)c(-c2ccccc2)n1
→ 103.0, 0.3
Cc1ccc(NC(=O)Cn2c(=O)n(-c3ccccc3)c(=O)c3ccc(C(=O)NCc4ccc5c(c4)OCO5)cc32)cc1
→ 99.0, -0.8
CC(=O)N/N=C/c1ccc(-c2cccc(C(=O)O)c2)o1
→ 99.0, -0.2
Cc1cc(OC(C)C(=O)Nc2sc3c(c2C(N)=O)CCCCCC3)ccc1Cl (stereo not drawn)
→ 99.0, -0.3

Only part of the results is shown (hit frequency here may not be typical).
